FN deposition inh – fibronectin deposition inhibition | AH1F fibroblasts, Alexa488-fibronectin deposition fluorescence, overnight | inhibition, % at 12.6 µM | hit rate 0.086% among 350,000 | AID 743247;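 active means mean inhibition across replicates of 30% or more, regardless of how many single replicates reach that level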;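 further: positive control wells lacked labelled fibronectin entirely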
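Material: AH1F fibroblast monolayer depositing Alexa488-labelled fibronectin into matrix | Input: 10000 AH1F cells/well | Medium: DMEM plus 2% serum, read in PBS | Reagent: Alexa488-fibronectin, 24 nM final in well | Compound dosing: One dose per compound, pinned | Schedule: 1 h adhesion, overnight exposure | Measured by: Fluorescence at 485 nm excitation, 525 nm emission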
CASP6 VEID inh – blocks human caspase-6 cleavage activity. P55212. purified caspase-6, Z-VEID-R110 cleavage fluorescence. AID 686996. inhibition, % at 12.5 µM. hit rate 0.53% among 350,000;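 active means mean inhibition across replicates at least about 35%, with every replicate also reaching that limit, limit read from the data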;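 further: 0% = median of neutral control wells and 100% = no fluorescence left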
Target sequence (P55212 24-179 limits assumed): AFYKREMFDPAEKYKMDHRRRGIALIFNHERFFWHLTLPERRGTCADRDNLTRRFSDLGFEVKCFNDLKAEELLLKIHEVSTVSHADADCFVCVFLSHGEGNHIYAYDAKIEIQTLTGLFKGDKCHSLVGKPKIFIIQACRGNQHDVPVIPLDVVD
Target sequence (P55212 194-293 limits assumed): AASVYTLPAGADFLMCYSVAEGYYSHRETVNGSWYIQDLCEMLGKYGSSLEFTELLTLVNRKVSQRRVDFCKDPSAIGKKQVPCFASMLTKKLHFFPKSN
S100A4 MyoIIA – inhibitors of human S100A4 binding to myosin IIA peptide | inhibition, % at 10.7 µM | S100A4/TAMRA-MyoIIA peptide fluorescence polarization | hit rate 0.14% among 360,000;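 active means mean inhibition of at least 70% across replicates, with every replicate also reaching that level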
Target sequence (P26447 whole entry, looked up): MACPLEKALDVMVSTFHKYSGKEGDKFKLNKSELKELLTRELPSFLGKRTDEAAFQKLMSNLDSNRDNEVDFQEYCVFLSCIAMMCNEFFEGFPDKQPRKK
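Test system: S100A4 monomer protein. Medium: HEPES buffer with Ca2+, pH 7.2. Reagent: fluorescent myosin IIA peptide, 5 nM. Compound dosing: single-point compound testing. Timing: 5 min between mix addition and reading. Benchmarks: DMSO neutral and TFP positive wells.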
LGR2 inh – Drosophila LGR2 receptor signaling inhibition; HEK293 LGR2, CRE-luciferase, bursicon-stimulated, 4 h; inhibition, % at 9.99 µM; hit rate 0.35% among 380,000;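 active means drop in luminescence signal, shown as inhibition above about 50% in the replicate tests, limit read from the data, passing the limit was not always enough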;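 further: agonist challenge used bursicon conditioned medium at about half maximal strength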
SIRT5 inh – inhibitors of human sirtuin-5 desuccinylase; hit rate 1.1% among 330,000; inhibition, % at 15 µM; Q9NXA8; Purified SirT5, succinyl-peptide AMC, trypsin-coupled fluorescence; AID 652115; in the data active means inhibition above about 15%
Target sequence (Q9NXA8 whole entry, looked up): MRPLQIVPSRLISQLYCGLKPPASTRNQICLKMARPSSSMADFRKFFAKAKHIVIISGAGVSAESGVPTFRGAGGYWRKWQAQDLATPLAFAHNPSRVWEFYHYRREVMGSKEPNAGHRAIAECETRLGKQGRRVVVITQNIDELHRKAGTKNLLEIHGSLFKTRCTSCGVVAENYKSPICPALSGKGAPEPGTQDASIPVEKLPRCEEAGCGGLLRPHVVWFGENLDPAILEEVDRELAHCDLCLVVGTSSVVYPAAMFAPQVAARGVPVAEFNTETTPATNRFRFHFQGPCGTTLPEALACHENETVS
Statin myotox sup – protects C2C12 myotubes from simvastatin toxicity; ATP luminescence, 48 h; scaled: DMSO 0, geranylgeraniol control 100; rescue of ATP level, % at 7.49 µM; hit rate 0.78% among 330,000;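 active means mean ATP rescue above about 67%, or every replicate alone reaching that limit, limit read from the data, passing the limit was not always enough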;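 further: myotubes were challenged with 10 µM simvastatin during compound exposure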
esBAF inh – inhibitors of esBAF chromatin remodeling in mouse ES cells. Bmi1-luciferase knock-in reporter, 24 h; 100% = twice the neutral-well signal. reporter increase, % at 12.5 µM. hit rate 2% among 350,000; in the data active means activation above about 40%;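 further: 0% = median of the plate's neutral control wells and 100% = double that signal; a rise in the Bmi1 reporter signal indicates esBAF inhibition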
Starred values were filed as active, the others as inactive; . = no result given.

Labels used below: A = FN deposition inh; B = CASP6 VEID inh; C = S100A4 MyoIIA; D = LGR2 inh; E = SIRT5 inh; F = Statin myotox sup; G = esBAF inh
Cc1ccc(-c2nnc(SCC(=O)NCCN3C(=O)CSC3=O)n2C)cc1
  A: -4; B: 0; C: 3; D: 1; E: -3; F: 7; G: -2

Cc1cc(NC(=O)CSc2ccc3nnc(-c4ccccn4)n3n2)no1
  A: -3; B: 1; C: 1; D: -5; E: -4; F: -16; G: -2

COc1ccc(N2C(=O)CCC(C(=O)NCc3ccccn3)C2c2ccc(OC)c(OC)c2)cc1 (configuration not stated)
  A: 1; B: .; C: .; D: .; E: .; F: -1; G: -10

Cc1sc(-c2ccccn2)nc1OC(=O)c1ccc(Cl)cc1
  A: 1; B: .; C: .; D: .; E: .; F: 4; G: 6

COc1cc(CNc2ncnc3c2ncn3[C@H]2CN(Cc3ccc(-c4ccccc4)cc3)C[C@@H](CO)O2)cc(OC)c1OC
  A: 5; B: 0; C: -5; D: 15; E: 11; F: 28; G: -5

CC(C)NC(=O)Nc1ccc2c(c1)CC(=O)N([C@H](C)CO)C[C@H](C)[C@@H](CN(C)Cc1ccc(C(F)(F)F)cc1)O2
  A: .; B: -1; C: 3; D: -3; E: 4; F: 31; G: 1

CCc1nn(CCCC(=O)NC(C)c2ccccc2)c(=O)c2cc3occc3n12 (configuration not stated)
  A: -12; B: 1; C: 0; D: -4; E: 0; F: 6; G: -3

COc1cc(C(=O)N2C[C@@H]3CCC[C@H]2C3)ccc1OC1CCN(C(C)=O)CC1
  A: .; B: 3; C: -4; D: -6; E: -3; F: 1; G: -6

Cc1ccc(OCCNC(=O)Cc2ccc(S(=O)(=O)N3CCOCC3)s2)cc1
  A: -1; B: 0; C: -8; D: -2; E: 0; F: 8; G: -6

CC1Cc2ccccc2N1C(=S)NC1CCCC1 (configuration not stated)
  A: .; B: 0; C: -1; D: -6; E: -3; F: -2; G: -1

Results in Statin myotox sup, for some of the entries so far:
| SMILES | Statin myotox sup |
| --- | --- |
| CCc1nn(CCCC(=O)NC(C)c2ccccc2)c(=O)c2cc3occc3n12 (configuration not stated) | 6 |
| Cc1ccc(-c2nnc(SCC(=O)NCCN3C(=O)CSC3=O)n2C)cc1 | 7 |

(more compounds)
Labels used below: A = FN deposition inh; B = CASP6 VEID inh; C = S100A4 MyoIIA; D = LGR2 inh; E = SIRT5 inh; F = Statin myotox sup; G = esBAF inh
C=CCOC(=O)C1=C[C@H](c2ccc(C(F)(F)F)cc2)C[C@H](OCCCCO)O1
  A: 6; B: 9; C: 0; D: -20; E: .; F: 16; G: 1

Cc1ccc(N(Cc2cc3ccc(C)cc3[nH]c2=O)S(=O)(=O)c2ccccc2)cc1
  A: -3; B: 2; C: -1; D: 5; E: 1; F: .; G: .

C/C(=N\Nc1cccc(Cl)c1)c1ccncc1
  A: -4; B: 0; C: -2; D: -67; E: -3; F: .; G: .

Cc1ccc(C)c(Nc2ccc3nonc3c2[N+](=O)[O-])c1
  A: 5; B: -2; C: 2; D: -10; E: -5; F: 1; G: 1

COc1ccc2[nH]c(C)c(CN3CCC(C)CC3)c(=O)c2c1
  A: -7; B: .; C: -7; D: .; E: .; F: -9; G: -11

Cc1nn(Cc2ccccc2Cl)c(C)c1C(=O)NCCN1C(=O)S/C(=C\c2ccccc2)C1=O
  A: .; B: -2; C: 3; D: 2; E: -2; F: .; G: .

C[C@H](CO)N1C[C@H](C)[C@H](CN(C)Cc2ccc(C(F)(F)F)cc2)Oc2ccc(NS(=O)(=O)c3ccc(F)cc3)cc2C1=O
  A: .; B: -2; C: 49; D: 15; E: -1; F: 2; G: -6

COc1ccc(/C=N/NC(=O)c2ccc3nc[nH]c3c2)cc1OC
  A: -3; B: -1; C: 12; D: -4; E: 1; F: .; G: .

O=C(CNC(=O)c1ccccc1F)NCCOc1cccc(Cl)c1Cl
  A: 5; B: .; C: .; D: 8; E: .; F: 1; G: 8

COc1ccc(NC(=O)N(C)C[C@H]2Oc3c(NS(C)(=O)=O)cccc3C(=O)N([C@H](C)CO)C[C@H]2C)cc1
  A: .; B: 0; C: -13; D: 5; E: 13; F: .; G: -2

Cc1ccc(-n2nc3c(N4CCC(C(=O)NCc5ccc(C)o5)CC4)nnc(C)c3c2C)cc1
  A: 11; B: -3; C: -7; D: 2; E: -4; F: 7; G: 9

O=C(NCc1n[nH]c(=S)n1-c1ccccc1)c1cccs1
  A: 6; B: 3; C: -1; D: 0; E: 5; F: 4; G: -10

Cc1cccc(CSC2=NN3CCCC(=O)N=C3S2)c1
  A: 0; B: 1; C: -3; D: -40; E: -1; F: 10; G: 26

C[C@H]1CN([C@@H](C)CO)C(=O)Cc2cc(NC(=O)C3CCCCC3)ccc2O[C@H]1CN(C)CC1CCCCC1
  A: -9; B: 3; C: 8; D: -1; E: 6; F: -18; G: 0

O=C(CN1CCCC1)N1c2ccccc2C=Cc2ccccc21
  A: 15; B: -3; C: 1; D: -2; E: -9; F: .; G: .

CCCNC(=O)C[C@H]1CC[C@@H]2[C@H](COc3ccc(NC(=O)Nc4cccc(C)c4)cc3C(=O)N2C)O1
  A: -5; B: 1; C: -6; D: -20; E: 0; F: 18; G: -1

Oc1[nH]c2ccccc2c1C=NCC1CCCO1 (configuration not stated)
  A: 2; B: .; C: .; D: .; E: .; F: 121*; G: 4

Cc1ccc(S(=O)(=O)Nc2cccc3c2O[C@H](CN(C)C(=O)NC(C)C)[C@@H](C)CN([C@H](C)CO)C3=O)cc1
  A: .; B: 0; C: 10; D: 17; E: 2; F: -23; G: -2

COc1ccc2c3c([nH]c2c1)[C@@H](CO)N(Cc1ccncc1)CC31CCN(CC2CCOCC2)CC1
  A: -7; B: 1; C: 14; D: 2; E: 0; F: .; G: .

O=C(C1CCCCC1)N1CCCC(c2nc(-c3ccc(F)cc3)no2)C1 (configuration not stated)
  A: 5; B: .; C: .; D: .; E: .; F: 5; G: -5

COc1cc(CNCc2ccccc2Cl)ccc1OCC(=O)NC1CCCCC1
  A: 2; B: 1; C: -7; D: -9; E: -5; F: -3; G: 2

COc1cccc(/C=C/C(=O)N(C)CC(=O)Nc2ccc(Cl)c(C(F)(F)F)c2)c1
  A: .; B: 0; C: 1; D: 13; E: -3; F: 8; G: -5

CCCC(=O)Nc1ccc2c(c1)OC[C@H](C)N(CCc1ccccc1)C[C@H](C)[C@H](OC)CN(C)C2=O
  A: 0; B: .; C: .; D: -5; E: .; F: 9; G: -1

Cc1cc2ncn(CCC(=O)NC3CCCC3)c2cc1C
  A: 0; B: -1; C: -5; D: -4; E: -4; F: .; G: .

COc1ccc(NC(=O)/C(C#N)=C/c2ncc([N+](=O)[O-])n2C)c(OC)c1
  A: -1; B: -4; C: -4; D: -1; E: -1; F: .; G: .

O=C1CC(c2ccc(Cl)cc2)n2nc(N3C(=O)CCC3=O)nc2N1 (configuration not stated)
  A: .; B: -1; C: -8; D: 4; E: -6; F: 22; G: 4

COc1ccc(Cl)cc1C(=O)NC(=S)Nc1ccccc1N1CCOCC1
  A: .; B: 2; C: -2; D: -8; E: -1; F: -4; G: 1

CC(=O)Nc1ccccc1-c1nnn(CC(=O)Nc2ccc3c(c2)OCCO3)n1
  A: -27; B: 2; C: 8; D: 17; E: -3; F: 0; G: 4

COc1ccc(C(=O)Nc2ccc3c(c2)n(C)c(=O)n3C)cc1OC
  A: 3; B: 0; C: 1; D: 1; E: -2; F: 2; G: -2

O=C(CSc1nc(=O)n2ccccc2n1)N1CCC(Cc2ccccc2)CC1
  A: 0; B: -1; C: 0; D: 8; E: 3; F: 14; G: 3

O=C(COc1ccc(Cl)cc1)Nc1nnc(C2=COCCO2)o1
  A: .; B: 5; C: -1; D: 3; E: 1; F: .; G: .

CN(C(=O)c1ccc(NC(=O)Cc2cccc(NC(=O)C3CCN(C(=O)CCc4ccccc4)CC3)c2)cc1)C1CC1
  A: 5; B: -1; C: -1; D: -16; E: -1; F: .; G: .

O=C(COc1nsnc1N1CCOCC1)Nc1ccccc1Cl
  A: 4; B: -1; C: -7; D: -30; E: -2; F: 13; G: 11

CC1=NN(c2cccc(C(=O)O)c2)C(=O)/C1=C\C=C\c1ccco1
  A: .; B: .; C: .; D: -155; E: .; F: 21; G: 34

CC1(Oc2cccc(C#N)c2)CCN(Cc2csc3ccccc23)C1 (configuration not stated)
  A: -7; B: -2; C: 0; D: 20; E: -4; F: 4; G: -4

NS(=O)(=O)c1ccc(CNC(=O)c2ccc3c(c2)OCO3)cc1
  A: 3; B: 0; C: -1; D: -5; E: -4; F: 7; G: -4

O=C(N[C@H]1CC[C@@H](CCNC(=O)C2CCOCC2)O[C@H]1CO)c1ccncc1
  A: -10; B: -2; C: 12; D: 32; E: 2; F: 5; G: 5

CC(Cc1ccccc1)C(=O)NCc1ccncc1 (configuration not stated)
  A: 4; B: -1; C: -5; D: 8; E: -1; F: -5; G: -13

C=CCNC(=S)N1CCN(S(=O)(=O)c2ccc(C)cc2)CC1
  A: -6; B: 0; C: -2; D: 6; E: -5; F: 17; G: -4

COc1ccccc1C(=O)Nc1c(C(=O)N2CCN(C)CC2)oc2ccccc12
  A: 10; B: -2; C: -1; D: -4; E: 0; F: -2; G: -1

3 compounds from above, arranged by molecular weight, high to low:
Labels used below: A = FN deposition inh; B = CASP6 VEID inh; C = S100A4 MyoIIA; D = LGR2 inh; E = SIRT5 inh; F = Statin myotox sup; G = esBAF inh
C[C@H]1CN([C@@H](C)CO)C(=O)Cc2cc(NC(=O)C3CCCCC3)ccc2O[C@H]1CN(C)CC1CCCCC1
  A: -9; B: 3; C: 8; D: -1; E: 6; F: -18; G: 0

O=C(NCc1n[nH]c(=S)n1-c1ccccc1)c1cccs1
  A: 6; B: 3; C: -1; D: 0; E: 5; F: 4; G: -10

COc1ccc2[nH]c(C)c(CN3CCC(C)CC3)c(=O)c2c1
  A: -7; B: .; C: -7; D: .; E: .; F: -9; G: -11

(list continues)
Labels used below: A = FN deposition inh; B = CASP6 VEID inh; C = S100A4 MyoIIA; D = LGR2 inh; E = SIRT5 inh; F = Statin myotox sup; G = esBAF inh
CCOC(=O)N1CCN(C(=O)C[C@H]2C[C@@]3(C(=O)OC)C(=C[C@H](C4CCCC4)O[C@@H]3C)N(Cc3ccccc3)C2=O)CC1
  A: 2; B: -2; C: -2; D: 1; E: .; F: .; G: .

O=C(C(=O)N1CCN(c2ccc([N+](=O)[O-])cc2)CC1)c1cn(CC(=O)N2CCOCC2)c2ccccc12
  A: 0; B: -1; C: -2; D: 0; E: 0; F: .; G: .

COc1ccc(C(CNC(=O)c2ccc(S(=O)(=O)Nc3ccccc3F)cc2)N(C)C)cc1 (configuration not stated)
  A: 9; B: -339; C: -4; D: 11; E: -3; F: 9; G: -15

Cc1cc2occ(CC(=O)NNC(=O)c3ccccc3F)c2cc1C
  A: -2; B: 1; C: -6; D: -2; E: 4; F: 1; G: -2

O=C(C[C@@H]1C[C@H]2c3cc(NC(=O)NC4CCCC4)ccc3O[C@H]2[C@H](CO)O1)NCCN1CCCCC1
  A: -7; B: -5; C: 6; D: -1; E: -2; F: -6; G: 1

CC[C@]12c3[nH]c4cc(-c5ccco5)ccc4c3CCN1C(=O)[C@@H](CC(=O)NC(C)(C)C)C[C@@H]2C(=O)N1CCN(C(=O)c2ccco2)CC1
  A: 2; B: 1; C: -4; D: 15; E: .; F: -2; G: 1

Cc1ccsc1/C=N/N=C/c1sccc1C
  A: -7; B: -2; C: -3; D: -57; E: -3; F: 0; G: 13

Cc1cc(C(=O)Nc2ccc3c(c2)C(=O)N(C)[C@@H]2CC[C@@H](CC(=O)NC4CCCC4)O[C@@H]2CO3)no1
  A: -5; B: -1; C: 4; D: -4; E: -1; F: 10; G: 11

Cc1ccc2c(c1)c1c(n2C)-c2[nH]ncc2CC1
  A: 4; B: .; C: .; D: .; E: .; F: -1; G: 22

CCOC(=O)C1CCCN(Cc2ccc(OC)cc2OC)C1 (configuration not stated)
  A: -23; B: .; C: .; D: .; E: .; F: -5; G: -3

CCNC(=S)N/N=C(\C)c1cccc(C(F)(F)F)c1
  A: -10; B: 0; C: -5; D: -7; E: -3; F: .; G: .

COc1ccc(CCNC(=O)c2cc(S(=O)(=O)N3CCCC3)cn2C)cc1OC
  A: 2; B: -1; C: 8; D: 8; E: -3; F: -3; G: -2

Source: PubChem BioAssay (Broad Institute)

An excerpt, so the mix of outcomes need not match the whole.
